# SDO1 yeast rescue: sdo1-depleted yeast growth rescue; S. cerevisiae sdo1-depleted JHY4D growth rescue, OD600 30 h; hits give high values; pdr5 snq2 efflux-pump mutant strain; z-score at 10 µM; actives 0.21% (n = 140,000);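 active means z-score above 3 at both the 24 hr and the 30 hr optical density reads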;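 further: z-score against mean and SD of all compound wells on the same plate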
# Insulin prom inh: TRM-6 insulin promoter activity inhibition | inhibition, % at 2 µM | TRM-6 cells (human fetal islet line), insulin promoter-eGFP reporter, imaging; reporter expression induced with tamoxifen | actives 0.9% (n = 130,000);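 active means inhibition above the mean plus 3 SD, with well images judged a real hit on visual review, cut at about 60% in these data, passing the limit was not always enough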
# SDO1 yeast rescue Rescue 24 h: further read-out of SDO1 yeast rescue, marked with its call; z-score; S. cerevisiae sdo1-depleted JHY4D growth rescue, OD600; measured here: growth rescue at 24 h;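 0 is the plate mean of compound wells and units are plate SD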
# An asterisk follows results filed as active; . = not tested or not shown.
SMILES	SDO1 yeast rescue	SDO1 yeast rescue Rescue 24 h	Insulin prom inh
CCOC(=O)c1c(-c2cccc([N+](=O)[O-])c2)csc1N	-0.87	-0.63	-18.8
COc1cc(/C=N/Nc2ccc(C(=O)O)cc2)ccc1O	.	.	0.0
CCOc1ccccc1CN1CCN(S(=O)(=O)CC)CC1	-0.14	-0.64	.
Cc1sc2nc(C(C)C)nc(SCC(=O)N3c4ccccc4CC3C)c2c1C (stereo not given)	0.95	2.12	0.0
CCN(CC)c1ccc(/C=N/NC(=O)C(O)(c2ccccc2)c2ccccc2)o1	-0.12	-0.91	-116.1
O=C(CCCn1c(SCC(=O)c2ccc(Cl)cc2)nc2ccccc2c1=O)NCc1ccco1	-0.51	0.8	27.8
CCC(c1nnnn1C1CCCC1)N(Cc1cccs1)Cc1cc2cccc(C)c2[nH]c1=O (stereo not given)	-0.89	-0.9	-38.9
CCOc1cc(/C=C2/C(=O)N(c3ccccc3)N=C2C)ccc1OC(=O)c1cccs1	-0.13	-0.8	-26.7
COc1ccc(/C=N/n2c(SC)nnc2-c2ccccc2)c(OC)c1OC	-1.68	-1.07	28.6
Cc1nn(Cc2ccccc2)c(C)c1NC(=O)c1cc2nc(-c3ccco3)cc(C(F)(F)F)n2n1	-0.01	-0.29	.
O=C(Cn1nnc(-c2cccc(C(F)(F)F)c2)n1)N1CCCCCC1	-0.81	-1.26	20.0
CCc1ccc(OC(C)c2nnc(SCC(=O)Nc3ncccc3C)n2C)cc1 (stereo not given)	0.14	0.05	-16.7
C[C@H](N)c1nnc(SCC(=O)c2ccc(Cl)cc2)o1	0.74	1.53	38.5
COc1ccc(CCC(=O)Nc2ccc(-c3noc(-c4ccc(OC)c(OC)c4)n3)cc2)cc1	-2.18	-1.25	-25.7
Cc1ccc(-c2cc(C(F)F)nc(NCc3cccs3)n2)cc1	-1.37	0.22	-28.6
Cc1ccc2c(n1)CC(C)(C)CC2=O	-0.08	-1.01	.
Cc1cc(C(=O)COC(=O)c2csc3c2CCCC3)c(C)n1C	0.22	1.78	.
CC(C)NC(=O)CSc1nnc(C2CC2)n1-c1ccccc1	-0.69	-1.53	-11.8
CCOC(=O)c1ccc(N2C(=O)CC(Nc3ccc(CCO)cc3)C2=O)cc1 (stereo not given)	-0.5	-1.07	54.0
C=C(C)Cn1c(C(C)NC(=O)CCC)nc2ccccc21 (stereo not given)	1.29	2.28	.
CCCCCNCc1ccc(Br)cc1	0.22	0.41	.
Cc1ccccc1CN1C[C@@H]2C[C@@H](c3cn[nH]c3-c3ccc(F)cc3)N3CCC[C@@]23C1=O	.	.	-34.8
Cc1cc(NC(=O)c2ccc(F)cc2)n(CCOC(=O)c2ccc(F)cc2)n1	-0.15	-0.65	.
O=C(N/N=C/c1ccc(Sc2nc3ccccc3s2)c([N+](=O)[O-])c1)c1ccccn1	-1.73	-1.01	33.3
Cn1c(=O)n(CCc2ccccc2)c(=O)c2c1nc1n2CCCN1CCc1ccccc1	-1.02	-0.73	-12.5
CCCCCC(=O)N/N=C/c1cccs1	0.02	0.48	-71.0
COc1ccccc1Cc1nc(-c2ccc(C)cc2)no1	0.16	-0.2	37.0
Cc1ccc(C(=O)Cn2cnc3ccccc3c2=O)cc1	-1.74	-0.72	-100.0
CCSc1nnc(NC(=O)CSc2nncc(=O)n2N)s1	.	.	-5.3
COC(=O)c1ccc(/C=N/OCC(=O)NCCc2ccc(OC)c(OC)c2)cc1	.	.	11.1
CC(C)C(OC(=O)c1cc2c(s1)CCCCC2)C(=O)NC(N)=O (stereo not given)	-0.59	-0.04	.
COc1ccc(C2c3c(ccc4ccccc34)Oc3ncn4nc(Cc5ccc(OC)c(OC)c5)nc4c32)cc1 (stereo not given)	0.66	1.99	.
CCC1c2ccc(C)n2CCN1C(=O)Nc1cc(Cl)ccc1OC (stereo not given)	-1.58	-0.95	-142.9
CCCn1nnnc1SCC(=O)NCc1ccc2c(c1)OCO2	0.55	0.31	.
Cc1nnc(SCC(=O)N(C(C)C)C(C)C)nc1C	0.7	0.56	8.6
CCc1ccc(N=CC23c4ccccc4C(c4ccccc42)C2C(=O)N(c4ccc(OC)cc4)C(=O)C23)cc1 (stereo not given)	-1.49	-0.38	22.0
O=C(CS(=O)(=O)c1c[nH]c2ccccc12)NC1CCCCC1	0.55	-0.01	.
COc1ccc(CNC(=O)/C(C)=C\C(=O)O)cc1	.	.	-61.5
COc1ccc(OC)c(S(=O)(=O)Nc2ccccc2C(=O)O)c1	1.17	0.69	21.6
O=C(NCc1ccccc1)c1ccc(CS(=O)(=O)Cc2ccccc2F)o1	.	.	-66.7

# Part of the list above, limited to Insulin prom inh and SDO1 yeast rescue Rescue 24 h:
Molecule	Insulin prom inh	SDO1 yeast rescue Rescue 24 h
Cn1c(=O)n(CCc2ccccc2)c(=O)c2c1nc1n2CCCN1CCc1ccccc1	-12.5	-0.73
CCCCCC(=O)N/N=C/c1cccs1	-71.0	0.48
COc1ccccc1Cc1nc(-c2ccc(C)cc2)no1	37.0	-0.2
Cc1ccc(C(=O)Cn2cnc3ccccc3c2=O)cc1	-100.0	-0.72
CCSc1nnc(NC(=O)CSc2nncc(=O)n2N)s1	-5.3	.

# 3 entries out of the list above, sorted by the value under SDO1 yeast rescue, highest first.
SMILES	SDO1 yeast rescue	SDO1 yeast rescue Rescue 24 h	Insulin prom inh
CC(C)C(OC(=O)c1cc2c(s1)CCCCC2)C(=O)NC(N)=O (stereo not given)	-0.59	-0.04	.
Cn1c(=O)n(CCc2ccccc2)c(=O)c2c1nc1n2CCCN1CCc1ccccc1	-1.02	-0.73	-12.5
O=C(N/N=C/c1ccc(Sc2nc3ccccc3s2)c([N+](=O)[O-])c1)c1ccccn1	-1.73	-1.01	33.3

# More compounds:
SMILES	SDO1 yeast rescue	SDO1 yeast rescue Rescue 24 h	Insulin prom inh
Cc1cc(C)c(NC(=O)Cn2nc(-c3ccccc3)nc2-c2ccccc2)c(C)c1	0.11	1.49	.
FC(F)(F)c1cccc(Cn2cnc(NC(=S)NCCc3ccccc3)n2)c1	.	.	-15.8
COCCNC(=O)CS(=O)(=O)Cc1nc(-c2ccc(C)cc2)oc1C	-0.23	-0.06	.
COc1ccc(C(=O)Nc2c(F)c(F)c(F)c(F)c2F)c(OC)c1	-0.32	-0.27	-7.7
CC1=NC(=O)C(N=Nc2cccc(O)c2)N1c1ccccc1 (stereo not given)	-2.24	-1.64	0.0
O=c1c2ccccc2ncn1-c1ccccc1F	.	.	38.9
Cc1c(Cl)cccc1Nc1nc(N)nc(CN2CCc3ccccc3C2)n1	0.05	-0.11	14.8
Cc1cccc(OCCCn2c(=O)oc3ccccc32)c1	.	.	-5.9
CCCc1ccc(-c2csc(NC(=O)Cc3cccs3)n2)cc1	1.76	0.98	-20.0
O=C(NC1CCCCCC1)c1cccnc1Sc1ccc(Cl)cc1	-0.78	-0.22	.
Cc1ccc(C(C(=O)NC2CCCCC2)N(CC2CCCO2)C(=O)CNC(=O)c2cccs2)cc1 (stereo not given)	0.44	-0.06	-22.7
CCOc1cc(C(=O)CSc2nnc(CNc3ccc(Cl)cc3)o2)ccc1NC(=O)CC	-0.65	0.12	.
O=C1c2ccccc2-c2onc3ccc(NCCCn4ccnc4)c1c23	1.76	2.36	-56.8
O=C(CCCc1ccccc1)Nc1cccnc1	0.05	0.56	17.9
CC(C)(C)Sc1ccc(N)nc1	0.66	0.32	22.9
CCOC(=O)N1CCN(c2cc(C)c(C(C)=O)cc2F)CC1	-1.2	-1.92	18.2
COc1ccccc1C(=O)Nc1ccc(Oc2nnc(-c3ccc(C)cc3)c3ccccc23)cc1	-0.77	-0.12	.
COC(=O)Oc1ccc(/C=N/NC(=O)CSCc2ccccc2Br)cc1OC	-0.21	-0.63	-21.4
O=C1/C(=C/Nc2ccc3c(c2)OCO3)CCc2ccccc21	-0.59	-0.2	.
COCCn1c(C)cc(C(=O)CSc2ncn[nH]2)c1C	1.29	1.9	.
COc1ccc(-c2nc(=S)c3c(n2CCN2CCOCC2)CC(C)(C)OC3)cc1	-0.21	-0.34	.
CCC1=Nc2ccccc2NC2=C1C(=O)CCC2	2.3	2.38	60.7
Cc1cc(N)n2ncc(-c3ccc(Cl)cc3)c2n1	-1.8	-1.63	32.4
COc1ccc2c(C)cc(SCc3c(C)noc3C)nc2c1	-0.02	1.98	-31.0
Nc1cc[n+](CC(=O)Nc2ccccc2)cc1	.	.	-26.8
CCSc1ccccc1C(=O)N1CCN(Cc2ccc3c(c2)OCO3)CC1	-0.09	-0.09	-204.8
O=c1cc(-c2ccccc2)[nH]c2ccccc12	0.58	0.95	-278.6
O=C(NC1CCCCCC1)c1ccc2nc3cc(Cl)ccc3c(=O)n2c1	.	.	-13.5
COc1ccc(CCNC(=O)CSc2cn(Cc3cccc(C)c3)c3ccccc23)cc1OC	-0.55	0.18	-95.0
O=C(CCCC(=O)N/N=C\c1ccccn1)N/N=C\c1ccccn1	0.1	-0.43	-26.7
Cc1nc2sc(C)c(C)c2c(=O)[nH]1	0.61	-0.03	.
Cc1nc(N)nc(OCC(F)(F)C(F)F)c1Br	0.34	0.27	38.9
O=C(CSc1c[nH]c2ccccc12)NCc1ccc2c(c1)OCO2	-0.53	-1.2	.
CCC(C)Oc1nc(C)cc(C)c1S(=O)(=O)c1ccccc1C (stereo not given)	-0.93	-1.02	21.4
O=c1c2cc3c(cc2[nH]c(=S)n1Cc1ccco1)OCO3	0.93	0.88	18.2
COc1ccc2c(c1)C(C1=C(O)CC(C)(C)CC1=O)C1=C(CC(C)(C)CC1=O)O2 (stereo not given)	-0.66	0.63	10.0
O=C(Nc1ccccc1Br)C1CCN(C(=O)Cc2ccccc2)CC1	1.89	1.18	-25.5
CC(=O)N1CCC(=NNc2ccc(S(=O)(=O)N3CCOCC3)cc2[N+](=O)[O-])CC1	12.1*	9.61*	19.4
Cc1ccc(NC(=O)/C(C#N)=C/c2cccs2)c(C)c1	1.21	2.39	29.7
CCC(C)(C)n1nnnc1C(c1cc2cc(C)ccc2[nH]c1=O)N1CCCc2ccccc21 (stereo not given)	-0.97	-0.04	.
Cc1cc([N+](=O)[O-])nn1CCCC(=O)NC(C)c1ccccc1 (stereo not given)	0.05	-0.37	7.4
CON/C=C(\C=Nc1ccc(C(F)(F)F)cc1)c1ncc(C(F)(F)F)cc1Cl	0.73	1.27	-33.3
COc1cccc(Cn2nnc(C(=O)Nc3ccc(C)cc3)c2N)c1	-0.97	-0.42	.
Cn1c(CCNC(=O)c2ccccc2)nc2ccccc21	-0.06	-0.3	-8.2
O=C(NC1CCCC1)c1ccccc1-c1nc2ccccc2[nH]1	0.54	0.61	10.3
CN(Cc1ccccc1)c1ccc(S(=O)(=O)N2CCOCC2)cn1	0.54	0.32	-5.1
COc1ccc(CC(=O)Nc2ncc([N+](=O)[O-])s2)cc1OC	.	.	21.4
COC(=O)C1=CN(CC2CCCO2)C=C(C(=O)OC)C1c1ccccc1C(F)(F)F (stereo not given)	-0.77	-0.04	-8.6
CN1CCc2nc3ccc(Cl)cc3c(-c3ccccc3Cl)c2C1	-0.88	-0.36	.
CCOC(=O)N1CCN(C(=O)C2CCC(CNS(=O)(=O)c3ccc(Cl)cc3)CC2)CC1 (stereo not given)	-0.36	-0.83	-21.4
COc1ccc(OC)c(CNC(=O)CCCc2cn(C)c3ccccc23)c1	0.32	-0.58	-70.0
CC1CC(NC(=O)N(C)C)N(C)C(=O)N1 (stereo not given)	0.94	0.53	-33.3
COCCn1c(C)cc2c(c1=O)C(c1ccccc1F)C(C#N)=C(N)O2 (stereo not given)	0.91	0.08	34.6
COC(=O)c1ccc(NC(=O)Cn2nnc3ccccc32)cc1	0.19	-0.07	16.9
Cc1nc(NC(=O)C(C)Oc2cccc(Cl)c2)sc1C(=O)N(C)C (stereo not given)	-0.08	1	29.4
O=C(O)c1cc(S(=O)(=O)N2CCN(c3ccccn3)CC2)ccc1Cl	.	.	10.0
O=C(Cc1cccs1)Nc1nc2c(ccc3ccccc32)s1	-0.72	-0.53	10.8
Cc1ccc2c3c(c(SCC(=O)Nc4nonc4C)nc2c1)CCCC3	-1.53	-0.87	.
c1ccc(-c2nc3cc4ccccc4cc3[nH]2)nc1	-1.08	-1.64	65.8
COc1ccc(/C=C2\CCn3c2nc2cc(C(=O)O)ccc2c3=O)cc1O	1.01	0.76	.

# The list continues:
SMILES	SDO1 yeast rescue	SDO1 yeast rescue Rescue 24 h	Insulin prom inh
CCOC(=O)Cc1nnc(NC(=O)CSc2ccc(Cl)cc2)s1	-0.51	-0.42	27.9
C=CCC(CC=C)(NC(=O)c1ccccc1)c1ccccc1	-1.21	-0.74	.
CNc1nccc(-c2ccc(Cl)cc2)c1C#N	.	.	6.7
CCOC(=O)C1=C(C)N(c2ccccc2)C(=O)/C1=C\c1ccco1	2.11	4.21	-9.8
COCCOC(=O)C1=C(C)N(c2ccccc2)C(=S)NC1c1ccccc1C(F)(F)F (stereo not given)	.	.	7.1
Cc1ccc(S(=O)(=O)c2c(C)cc(C)nc2Oc2cccc(C(F)(F)F)c2)cc1	-0.08	-0.31	.
Cc1c(C(=O)NC(=S)NCc2cccnc2)oc2ccccc12	.	.	4.8
CCc1nnc(NC(=O)c2ccc(S(=O)(=O)N(CC)Cc3ccccc3)cc2)o1	0.02	0.51	.
C(=C\c1ccco1)/C1=NN(c2ccccc2)C(c2ccco2)C1 (stereo not given)	-0.56	-0.11	-115.4
O=C(CCn1nnc2ccccc21)N1CCN(c2ccccc2)CC1	0.52	0.1	.
O=C(CCc1nnc(CCCc2ccccc2)o1)NCCc1ccccc1	.	.	19.1
CCOC(=O)Nc1nc(-c2ccc(F)cc2F)cs1	-0.17	0.15	33.3
C=CCN1C(=O)CN=C1Nc1cc(C)cc(C)c1	0.36	0.24	.
